NSD2 inh: inhibitors of human NSD2, primary screen, biochemical, plate reader, single point | Histone-lysine N-methyltransferase NSD2 (Homo sapiens), O96028 | NSD2-SET H3K36me1 DELFIA fluorescence | inhibition, % at 12.5 µM | 44,000 compounds, 0.07% hits | AID 624260, 2012; in the data active = inhibition above about 54%, passing the limit was not always enough;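 also: inhibitors reduce the monomethyl H3K36 fluorescence signal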
Target sequence (O96028 whole entry, looked up): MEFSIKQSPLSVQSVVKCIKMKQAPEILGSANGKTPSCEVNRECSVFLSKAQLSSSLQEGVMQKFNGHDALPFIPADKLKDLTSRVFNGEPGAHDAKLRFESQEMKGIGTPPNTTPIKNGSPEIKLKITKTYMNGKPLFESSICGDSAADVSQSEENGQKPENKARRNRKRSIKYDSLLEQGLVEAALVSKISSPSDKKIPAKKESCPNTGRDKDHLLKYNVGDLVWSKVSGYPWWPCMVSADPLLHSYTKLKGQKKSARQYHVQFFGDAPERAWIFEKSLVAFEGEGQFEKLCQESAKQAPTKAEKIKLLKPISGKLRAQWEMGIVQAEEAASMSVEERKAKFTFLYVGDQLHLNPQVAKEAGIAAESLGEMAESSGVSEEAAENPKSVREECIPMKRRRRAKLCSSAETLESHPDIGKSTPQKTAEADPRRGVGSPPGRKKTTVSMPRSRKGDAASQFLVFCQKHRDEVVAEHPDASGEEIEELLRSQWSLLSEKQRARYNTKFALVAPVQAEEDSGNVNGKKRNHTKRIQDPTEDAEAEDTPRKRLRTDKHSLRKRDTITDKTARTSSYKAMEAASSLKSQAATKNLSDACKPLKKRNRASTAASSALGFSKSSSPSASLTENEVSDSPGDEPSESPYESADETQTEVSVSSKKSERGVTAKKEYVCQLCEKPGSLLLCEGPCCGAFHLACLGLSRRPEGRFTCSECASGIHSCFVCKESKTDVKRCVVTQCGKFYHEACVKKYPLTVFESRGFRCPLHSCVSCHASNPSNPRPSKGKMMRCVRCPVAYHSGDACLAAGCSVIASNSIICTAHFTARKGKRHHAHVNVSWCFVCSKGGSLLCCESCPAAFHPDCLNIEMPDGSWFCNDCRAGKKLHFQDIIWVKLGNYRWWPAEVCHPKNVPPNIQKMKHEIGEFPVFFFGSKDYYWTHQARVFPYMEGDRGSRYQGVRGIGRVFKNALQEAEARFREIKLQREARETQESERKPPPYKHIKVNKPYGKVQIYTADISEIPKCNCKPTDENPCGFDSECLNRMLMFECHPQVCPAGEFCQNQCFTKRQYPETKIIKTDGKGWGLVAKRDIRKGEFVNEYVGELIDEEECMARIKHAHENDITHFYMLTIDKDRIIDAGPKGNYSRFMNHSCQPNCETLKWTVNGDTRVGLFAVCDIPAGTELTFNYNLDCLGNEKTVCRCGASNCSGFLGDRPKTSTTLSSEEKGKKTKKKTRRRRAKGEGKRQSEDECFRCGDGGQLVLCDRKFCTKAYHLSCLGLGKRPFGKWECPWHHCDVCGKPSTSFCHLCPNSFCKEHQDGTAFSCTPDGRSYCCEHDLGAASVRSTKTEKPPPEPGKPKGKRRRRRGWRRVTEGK
Active calls of the source: *. Only part of the results is shown. The share of hits here may be higher or lower than overall.

Sample of the layout (six entries):
NSD2 inh | canonical_smiles
-4 | C[C@@H]1CN([C@H](C)CO)S(=O)(=O)c2ccc(-c3ccccc3F)cc2O[C@@H]1CN(C)CC1CC1
1 | O=c1cc(Nc2ccccc2)cc[nH]1
-5 | COc1ccc(CN(C)C[C@@H]2Oc3ccc(NC(=O)Nc4ccc(C(F)(F)F)cc4)cc3C(=O)N([C@H](C)CO)C[C@H]2C)cc1
3 | Cc1noc(C)c1NC(=O)Nc1cccc2c1O[C@H](CN(C)C(=O)Nc1ccc(F)cc1)[C@H](C)CN([C@H](C)CO)C2=O
-1 | COc1ccc(S(=O)(=O)Nc2cccc3c2O[C@@H](CN(C)CC2CC2)[C@H](C)CN([C@H](C)CO)C3=O)cc1
0 | C[C@@H]1CN([C@@H](C)CO)C(=O)c2cccc(NC(=O)c3ccncc3)c2O[C@@H]1CN(C)CC1CC1

All compounds of this part, previewed entries included:
NSD2 inh | canonical_smiles
-4 | C[C@@H]1CN([C@H](C)CO)S(=O)(=O)c2ccc(-c3ccccc3F)cc2O[C@@H]1CN(C)CC1CC1
1 | O=c1cc(Nc2ccccc2)cc[nH]1
-5 | COc1ccc(CN(C)C[C@@H]2Oc3ccc(NC(=O)Nc4ccc(C(F)(F)F)cc4)cc3C(=O)N([C@H](C)CO)C[C@H]2C)cc1
3 | Cc1noc(C)c1NC(=O)Nc1cccc2c1O[C@H](CN(C)C(=O)Nc1ccc(F)cc1)[C@H](C)CN([C@H](C)CO)C2=O
-1 | COc1ccc(S(=O)(=O)Nc2cccc3c2O[C@@H](CN(C)CC2CC2)[C@H](C)CN([C@H](C)CO)C3=O)cc1
0 | C[C@@H]1CN([C@@H](C)CO)C(=O)c2cccc(NC(=O)c3ccncc3)c2O[C@@H]1CN(C)CC1CC1
11 | C[C@H]1CN([C@@H](C)CO)C(=O)c2cccc(NC(=O)c3nc4ccccc4s3)c2O[C@@H]1CN(C)S(=O)(=O)c1ccc(F)cc1
-4 | Cc1noc(C)c1NC(=O)Nc1cccc2c1O[C@@H](CN(C)Cc1ccc(Cl)c(Cl)c1)[C@@H](C)CN([C@@H](C)CO)C2=O
6 | C[C@@H]1CN([C@H](C)CO)C(=O)c2cc(NC(=O)c3ccncc3)ccc2O[C@@H](C)CCCCO[C@@H]1CN(C)C(=O)C1CCCCC1
1 | Cc1noc(C)c1NC(=O)Nc1cccc2c1O[C@H](CN(C)S(=O)(=O)c1cccs1)[C@@H](C)CN([C@@H](C)CO)C2=O

Two neighbouring compounds out of the list so far:
NSD2 inh | canonical_smiles
-1 | COc1ccc(S(=O)(=O)Nc2cccc3c2O[C@@H](CN(C)CC2CC2)[C@H](C)CN([C@H](C)CO)C3=O)cc1
0 | C[C@@H]1CN([C@@H](C)CO)C(=O)c2cccc(NC(=O)c3ccncc3)c2O[C@@H]1CN(C)CC1CC1

Next part
NSD2 inh | canonical_smiles
0 | Cc1noc(C)c1S(=O)(=O)Nc1ccc2c(c1)C(=O)N([C@@H](C)CO)C[C@@H](C)[C@H](CN(C)Cc1ccc(C(=O)O)cc1)OCCCC[C@@H](C)O2
-3 | C[C@@H]1CN([C@H](C)CO)S(=O)(=O)c2ccc(C#Cc3ccccc3F)cc2O[C@@H]1CN(C)C
-5 | C[C@H]1CCCCO[C@H](CN(C)S(=O)(=O)c2ccc(Cl)cc2)[C@@H](C)CN([C@@H](C)CO)C(=O)c2cc(NS(C)(=O)=O)ccc2O1
-4 | C[C@@H]1CCCCO[C@H](CN(C)CC2CC2)[C@H](C)CN([C@@H](C)CO)C(=O)c2cc(NS(=O)(=O)c3cccs3)ccc2O1
9 | C[C@@H]1CN([C@H](C)CO)C(=O)c2cccc(NC(=O)c3ccc(-c4nccs4)cc3)c2O[C@H]1CN(C)Cc1ccc(Oc2ccccc2)cc1
7 | CN(C)C(=O)C[C@@H]1C[C@H]2c3cc(NC(=O)Nc4ccccc4)ccc3O[C@H]2[C@H](CO)O1
2 | C[C@@H]1CN([C@H](C)CO)C(=O)c2cc(NC(=O)c3ccncc3)ccc2O[C@@H]1CN(C)Cc1ccc(-c2ccccc2)cc1
0 | COCC(=O)N(C)C[C@H]1Oc2cc(-c3cncnc3)ccc2S(=O)(=O)N([C@@H](C)CO)C[C@H]1C
2 | CC(C)NC(=O)N(C)C[C@H]1OCCCC[C@@H](C)Oc2ccc(NS(=O)(=O)c3cccs3)cc2C(=O)N([C@@H](C)CO)C[C@H]1C
7 | C[C@@H]1CN([C@@H](C)CO)C(=O)c2cc(/C=C/c3ccccc3)cnc2O[C@@H]1CN(C)C(=O)C1CCOCC1
0 | Cc1noc(C)c1S(=O)(=O)N(C)C[C@H]1OCCCC[C@H](C)Oc2ccc(NS(C)(=O)=O)cc2C(=O)N([C@H](C)CO)C[C@H]1C
9 | C[C@@H]1CCCCO[C@H](CN(C)S(=O)(=O)c2ccc(F)cc2)[C@@H](C)CN([C@@H](C)CO)C(=O)c2cc(NC(=O)c3ccccc3)ccc2O1
6 | C[C@@H]1CCCCO[C@H](CN(C)S(=O)(=O)c2ccccc2)[C@H](C)CN([C@@H](C)CO)C(=O)c2cc(NC(=O)CCCN(C)C)ccc2O1
-2 | Cc1noc(C)c1NC(=O)Nc1ccc2c(c1)CC(=O)N([C@H](C)CO)C[C@@H](C)[C@@H](CN(C)Cc1ccc(C(F)(F)F)cc1)O2
0 | CCCNC(=O)N[C@@H]1C=C[C@H](CC(=O)N2CCN(C)CC2)O[C@@H]1CO
1 | Cc1noc(C)c1NC(=O)Nc1cccc2c1O[C@@H](CN(C)Cc1ccc(C(=O)O)cc1)[C@H](C)CN([C@@H](C)CO)C2=O
6 | C[C@H](CO)N1C[C@H](C)[C@@H](CN(C)S(=O)(=O)c2cccs2)Oc2ccc(NS(=O)(=O)c3ccc(Cl)cc3)cc2CC1=O
-7 | C[C@@H]1CN([C@H](C)CO)S(=O)(=O)c2ccc(-c3cccc(C#N)c3)cc2O[C@H]1CN(C)C
3 | C=CC1CN(C(C)=O)CCC1CCC(=O)c1ccnc2ccccc12 (stereo not drawn)
4 | Cc1ccc(S(=O)(=O)N(C)C[C@H]2Oc3ccc(NS(=O)(=O)c4ccccc4)cc3C(=O)N([C@H](C)CO)C[C@@H]2C)cc1
7 | C[C@@H]1CN([C@H](C)CO)C(=O)Cc2cc(NC(=O)C3CCCCC3)ccc2O[C@@H]1CN(C)S(=O)(=O)c1cn(C)cn1
2 | CC(=O)N(C)C[C@@H]1Oc2cc(-c3ccncc3)ccc2S(=O)(=O)N([C@H](C)CO)C[C@H]1C
-11 | O=C(C[C@@H]1C[C@H]2c3cc(NS(=O)(=O)c4ccc(F)cc4)ccc3O[C@H]2[C@H](CO)O1)N1CCCCC1
-4 | C[C@@H]1CCCCO[C@H](CN(C)S(=O)(=O)c2ccccc2)[C@@H](C)CN([C@@H](C)CO)C(=O)c2cc(NC(=O)NC3CCCCC3)ccc2O1
0 | C[C@@H]1CN([C@@H](C)CO)C(=O)c2cccc(NC(=O)C3CCOCC3)c2O[C@H]1CN(C)S(=O)(=O)c1cn(C)cn1
0 | Cc1ccc(F)cc1S(=O)(=O)N[C@@H]1CCN(Cc2ccc3c(c2)OCO3)C1
-6 | CC(=O)N(C)C[C@@H]1Oc2cc(-c3ccc(F)cc3)ccc2S(=O)(=O)N([C@H](C)CO)C[C@H]1C
-1 | C[C@H]1CN([C@@H](C)CO)C(=O)c2cc(/C=C/c3ccccc3)cnc2O[C@@H]1CN(C)C(=O)CN1CCOCC1
-13 | Cc1ccc(S(=O)(=O)N(C)C[C@@H]2Oc3ccc(NC(=O)Nc4ccc(C(F)(F)F)cc4)cc3C(=O)N([C@@H](C)CO)C[C@H]2C)cc1
3 | CCCC#Cc1ccc2c(c1)O[C@@H](CN(C)C(=O)c1ccncc1)[C@H](C)CN([C@@H](C)CO)S2(=O)=O
-16 | CC(=O)N(C)C[C@H]1Oc2ncc(C#Cc3ccccc3)cc2C(=O)N([C@H](C)CO)C[C@H]1C
2 | COc1cc(O)cc(C(=O)O)c1Oc1cc(C)cc(O)c1C(=O)O
-1 | Cc1ccc(S(=O)(=O)N(C)C[C@H]2Oc3ccc(NS(=O)(=O)c4c(C)noc4C)cc3CC(=O)N([C@H](C)CO)C[C@@H]2C)cc1
-5 | C[C@@H]1CN([C@H](C)CO)S(=O)(=O)c2ccc(C#CC(C)(C)O)cc2O[C@@H]1CN(C)Cc1ccccc1
-1 | CCCN(C)C[C@H]1Oc2cc(C#Cc3ccc(F)cc3)ccc2S(=O)(=O)N([C@H](C)CO)C[C@H]1C
-5 | C[C@H](CO)N1C[C@H](C)[C@H](CN(C)C(=O)c2ccccc2)Oc2cc(C3=CCCCC3)ccc2S1(=O)=O
3 | C[C@H](CO)N1C[C@H](C)[C@@H](CN(C)Cc2ccc(C(=O)O)cc2)Oc2ccc(NC(=O)c3ccncc3)cc2C1=O
3 | CC(C)NC(=O)N(C)C[C@@H]1Oc2ccc(NC(=O)NC3CCCCC3)cc2C(=O)N([C@@H](C)CO)C[C@H]1C
0 | C[C@H]1CCCCO[C@H](CN(C)S(=O)(=O)c2ccccc2)[C@@H](C)CN([C@@H](C)CO)C(=O)c2cc(NC(=O)Cc3ccccc3)ccc2O1
3 | C[C@@H]1CCCCO[C@@H](CN(C)C(=O)NC2CCCCC2)[C@H](C)CN([C@@H](C)CO)C(=O)c2cc(NS(=O)(=O)c3ccc(F)cc3)ccc2O1
0 | C[C@H](CO)N1C[C@H](C)[C@H](CN(C)S(=O)(=O)c2ccc(Cl)cc2)Oc2ccc(NC(=O)CCC(F)(F)F)cc2C1=O
0 | C/C=C/c1ccc2c(c1)O[C@H](CN(C)C(=O)Cc1cccnc1)[C@H](C)CN([C@H](C)CO)S2(=O)=O
-5 | COc1ccc(S(=O)(=O)N(C)C[C@@H]2Oc3ccc(NC(=O)Nc4ccc5c(c4)OCO5)cc3CC(=O)N([C@@H](C)CO)C[C@H]2C)cc1
1 | C[C@H]1CN([C@@H](C)CO)C(=O)Cc2cc(NS(=O)(=O)c3ccc(F)cc3)ccc2O[C@@H]1CN(C)C(=O)Nc1ccc2c(c1)OCO2
4 | CCCN(C)C[C@H]1Oc2cc(C3=CCCCC3)ccc2S(=O)(=O)N([C@H](C)CO)C[C@@H]1C
4 | O=C(Nc1ccc(F)cc1)Nc1ccc2c(c1)[C@H]1C[C@H](CC(=O)N3CCCCC3)O[C@H](CO)[C@H]1O2
-2 | C[C@H]1CN([C@@H](C)CO)C(=O)Cc2cc(NC(=O)Cc3ccccc3)ccc2O[C@H]1CN(C)Cc1ccc(C(=O)Nc2ccccc2N)cc1
-2 | Cc1ccccc1-c1cnc2c(c1)C(=O)N([C@H](C)CO)C[C@H](C)[C@H](CN(C)C(=O)CC1CC1)O2
5 | O=C(CC1CCOCC1)Nc1ccc(I)cc1
4 | COc1ccc(S(=O)(=O)N(C)C[C@H]2OCc3ccccc3-c3ccccc3C(=O)N([C@H](C)CO)C[C@@H]2C)cc1

Other records follow.
NSD2 inh | canonical_smiles
1 | C[C@H](CO)N1C[C@H](C)[C@@H](CN(C)Cc2ccc(C(=O)O)cc2)Oc2ccc(NS(=O)(=O)c3cccs3)cc2CC1=O
-3 | Cc1noc(C)c1S(=O)(=O)N(C)C[C@@H]1OCCCC[C@@H](C)Oc2ccc(NS(=O)(=O)c3cn(C)cn3)cc2C(=O)N([C@@H](C)CO)C[C@H]1C
-1 | COc1ccc(C#Cc2cnc3c(c2)C(=O)N([C@@H](C)CO)C[C@@H](C)[C@@H](CN(C)CC2CCOCC2)O3)cc1
5 | CN(C)c1ccc2c(c1)[C@@H]1C[C@H](CC(=O)NCCN3CCCCC3)O[C@H](CO)[C@@H]1O2
4 | Cc1noc(C)c1S(=O)(=O)N(C)C[C@@H]1OCCCC[C@@H](C)Oc2ccc(NS(=O)(=O)c3ccc(Cl)cc3)cc2C(=O)N([C@@H](C)CO)C[C@H]1C
3 | CC(C)NC(=O)Nc1ccc2c(c1)C(=O)N([C@H](C)CO)C[C@H](C)[C@@H](CN(C)S(=O)(=O)c1ccccc1)O2
1 | C[C@H]1CCCCO[C@H](CN(C)C(=O)CCC(F)(F)F)[C@@H](C)CN([C@@H](C)CO)C(=O)c2cc(NS(=O)(=O)c3cn(C)cn3)ccc2O1
3 | CC(C)C#Cc1ccc2c(c1)O[C@H](CN(C)C(=O)c1cccnc1)[C@H](C)CN([C@H](C)CO)S2(=O)=O
1 | C[C@H](CO)N1C[C@H](C)[C@H](CN(C)S(C)(=O)=O)Oc2ccc(NC(=O)Nc3ccc(C(F)(F)F)cc3)cc2C1=O
1 | C[C@@H]1CN([C@H](C)CO)C(=O)c2cccc(NC(=O)Nc3ccc(F)cc3)c2O[C@H]1CN(C)S(=O)(=O)c1cn(C)cn1
20 | C[C@H]1CN([C@@H](C)CO)C(=O)c2cc(C#Cc3ccccc3)cnc2O[C@@H]1CN(C)C(=O)C1CC1
-15 | C[C@@H]1CN([C@H](C)CO)C(=O)c2cc(NS(=O)(=O)c3cn(C)cn3)ccc2O[C@@H]1CN(C)S(=O)(=O)c1cccs1
7 | COc1ccc(S(=O)(=O)Nc2ccc3c(c2)[C@H]2C[C@@H](CC(=O)O)O[C@H](CO)[C@H]2O3)cc1
0 | Cc1nn(C)c(C)c1/C=C/C(=O)C(C)(C)C
13 | C[C@H](CO)N1C[C@H](C)[C@H](CN(C)CC2CC2)Oc2ccc(NC(=O)Cn3cnnn3)cc2C1=O
-3 | C[C@H](CO)N1C[C@H](C)[C@H](CN(C)S(=O)(=O)c2cccs2)Oc2ccc(NS(=O)(=O)c3ccc(Cl)cc3)cc2C1=O
0 | C[C@@H]1CN([C@H](C)CO)C(=O)Cc2cc(NS(=O)(=O)c3cn(C)cn3)ccc2O[C@@H]1CN(C)S(=O)(=O)c1ccccc1
0 | COc1ccccc1-c1cc(=O)c2ccccc2o1
-3 | C[C@H](CO)N1C[C@H](C)[C@H](CN(C)C(=O)Nc2cccc3ccccc23)Oc2ccc(NC(=O)Nc3cccc4ccccc34)cc2CC1=O
